CBFb-RUNX1 inh: qHTS Assay for Compounds Blocking the Interaction Between CBF-beta and RUNX1 for the Treatment of Acute Myeloid Leukemia; AID 1477, 2009; AlphaScreen CBFb-His/RUNX1-biotin binding, biochemical; Runt-related transcription factor 1 (Homo sapiens) + Core-binding factor subunit beta …; Potency, µM (top dose mostly 59.8 µM), for inactives: at the highest dose activity, negative = inhibition, actives largely listed as inhibitors; 230,000 tested, under 10 active; note: % of control where 0% means no effect
Target sequence (Q01196 whole entry, looked up): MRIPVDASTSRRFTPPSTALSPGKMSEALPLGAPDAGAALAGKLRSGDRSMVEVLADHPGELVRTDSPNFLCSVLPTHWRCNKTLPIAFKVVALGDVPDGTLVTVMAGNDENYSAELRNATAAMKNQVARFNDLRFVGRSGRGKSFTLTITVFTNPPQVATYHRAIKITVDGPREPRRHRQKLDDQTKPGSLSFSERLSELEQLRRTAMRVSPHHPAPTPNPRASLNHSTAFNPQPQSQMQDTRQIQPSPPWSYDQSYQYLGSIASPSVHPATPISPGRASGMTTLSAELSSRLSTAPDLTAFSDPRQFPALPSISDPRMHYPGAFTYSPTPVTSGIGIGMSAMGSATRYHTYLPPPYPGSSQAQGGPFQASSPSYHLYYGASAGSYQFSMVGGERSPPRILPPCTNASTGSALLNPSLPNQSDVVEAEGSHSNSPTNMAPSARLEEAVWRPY
Target sequence (Q13951 whole entry, looked up): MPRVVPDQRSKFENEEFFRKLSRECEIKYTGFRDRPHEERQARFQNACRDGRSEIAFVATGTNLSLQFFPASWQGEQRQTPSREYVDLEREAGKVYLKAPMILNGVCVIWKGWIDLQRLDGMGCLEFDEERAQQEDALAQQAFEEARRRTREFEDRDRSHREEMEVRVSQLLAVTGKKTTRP
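Interaction loss through any mechanism counts as activity. Pre-formed complex of His-CBF-beta and biotin-RUNX1 (30 nM apiece) is incubated with compound 15 min, then with 50 ng nickel and 50 ng streptavidin beads for 90 min before AlphaScreen detection.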
Luc counter: Counterscreen for Luciferase (Kinase-Glo TM) Inhibition. Luciferin 4-monooxygenase (Photuris pensylvanica), Q27757. Kinase-Glo luciferase, ATP luminescence, 8 min. Potency, µM (series often up to 38.3 µM), inactives show at the top dose activity change, negative = inhibition, actives largely listed as inhibitors. 200,000 tested, 0.28% active. AID 1379, 2008; note: potency is the fitted concentration of half-maximal effect; % is set by controls: 0 for no effect and ±100 for the full control effect; nearly all actives have a fitted effect of over 60% in size
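Substrate mix (final 50 mM imidazole pH 7.2, 50 mM KCl, 7 mM MgCl2, 10 uM ATP, 0.01% Tween 20, 0.05% BSA) plus pin-tool compound, then Kinase-Glo detection mix; 8 min ambient, luminescence read.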
IMPase Li inh: qHTS Assay for Identifying the Cell-Membrane Permeable IMPase Inhibitors: Potentiation with Lithium. CHO-M1 cells, IP1 TR-FRET (IP-One), carbachol + lithium. AID 1457, 2008. 210,000 tested, 0.35% active. Potency, µM (titrated, usually from 59.4 µM), without a hit: at the highest dose activity, negative = IMPase inhibition, usual class: inhibitors;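 note: IP1 builds up when IMPase is blocked and the TR-FRET signal falls; potency is the fitted concentration of half-maximal effect; plate controls were basal vehicle for no effect and high inhibitor control for full effect; nearly all actives have a fitted effect of over 50% in size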
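CHO-M1, 2000 cells/well, 16–30 h culture; cpd + low Li+, 30 min 37C; lysis with d2-IP1/Eu-anti-IP1 Ab, 10 min RT; TR-FRET 665/620 ratio and 620 channel; AC50 via Hill.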
NPSR antag: qHTS Assay for Antagonists of the Neuropeptide S Receptor: cAMP Signal Transduction; 220,000 tested, 1% active; Potency, µM (titrated, usually from 38.3 µM), inactives show at the highest dose activity change, negative = inhibition, hits mostly inhibitors; Q6W5P4; AID 1461, 2008; CHO-NPSR cells, cAMP TR-FRET, antagonist mode; note: potency is the fitted concentration of half-maximal effect; % is set by controls: 0 for no effect and ±100 for the full control effect; nearly all actives have a fitted effect of over 50% in size; many of its hits are not listed in these tables
Target sequence (Q6W5P4 whole entry, looked up): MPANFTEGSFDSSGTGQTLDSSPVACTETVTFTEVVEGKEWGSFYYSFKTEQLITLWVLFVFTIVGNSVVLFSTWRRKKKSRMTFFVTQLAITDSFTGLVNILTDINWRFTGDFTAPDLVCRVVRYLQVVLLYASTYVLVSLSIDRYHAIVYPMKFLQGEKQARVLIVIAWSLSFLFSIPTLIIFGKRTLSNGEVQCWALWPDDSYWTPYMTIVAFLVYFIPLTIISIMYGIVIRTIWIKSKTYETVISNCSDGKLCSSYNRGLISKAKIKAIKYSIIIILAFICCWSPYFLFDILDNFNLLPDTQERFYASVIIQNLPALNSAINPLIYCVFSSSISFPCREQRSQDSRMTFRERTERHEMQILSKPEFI
Epigenetic reg: Quantitative High-Throughput Screen for Regulators of Epigenetic Control; 280,000 tested, 0.2% active; AID 1865, 2009; Potency, µM (top dose mostly 53.9 µM), inactives show top-dose GFP activation, actives largely listed as activators; murine LDR cells, GFP reporter derepression, 30 h; note: potency is the fitted concentration of half-maximal effect; % of control where 0% means no effect; nearly all actives have a fitted effect of over 60% in size
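Murine LDR cells bearing a silenced CMV-driven GFP reporter were exposed to compound for 30 h at 37 C. After PBS washes, GFP-positive cells (20-120 um objects) counted by laser-scanning microplate cytometry.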
L3MBTL1 block: qHTS Assay for the Inhibitors of L3MBTL1 | Lethal(3)malignant brain tumor-like protein 1 (Homo sapiens), Q9Y468 | AlphaScreen L3MBTL1–H3K9me1 peptide binding | Potency, µM (titrated, usually from 57.1 µM), inactives show at the highest dose activity, negative = inhibition, most hits filed as inhibitors | 230,000 tested, 0.66% active | AID 485360, 2010; note: potency is the fitted concentration of half-maximal effect; % is set by controls: 0 for no effect and ±100 for the full control effect; nearly all actives have a fitted effect of over 60% in size
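Displacement of a biotinylated histone H3(1-15) peptide monomethylated at Lys9 (75 nM) from L3MBTL1 (50 nM) was measured by AlphaScreen after a 30 min room-temperature compound incubation; cefsulodin titration served as intraplate control.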
HTT aggregate: qHTS Multiplex Assay to Identify Dual Action Probes in a Cell Model of Huntington: Aggregate Formation (GFP); AID 1688, 2009; Potency, µM (doses to about 46.1 µM), without a hit: at the highest dose activity change, negative = inhibition, hits mostly inhibitors; PC12 HttQ103-GFP aggregates, Acumen cytometry, 40 h; 220,000 tested, 1.1% active; note: potency is the fitted concentration of half-maximal effect; % is set by controls: 0 for no effect and ±100 for the full control effect; nearly all actives have a fitted effect of over 60% in size
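Inducible Q103 Huntingtin exon 1–GFP PC12 line, 1500 cells/well in phenol red free DMEM with 5% equine and 5% calf serum. Tebufenozide 100 nM induced expression; compounds titrated; aggregates quantified by cytometry.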
Active calls of the source: *; ? = inconclusive; / = not tested or not shown; & = joins results of further samples; [ ] = remark or other dose. Calls come from the whole dose curve; as a rule, active = well fitted curve in the direction sought with a large enough effect; inconclusive = small, poorly fitted or top-dose-only effect, or another doubt; inactive = no such curve, though single readings can be large; an effect the other way counts as inactive or inconclusive.

entry	canonical_smiles	HTT aggregate	IMPase Li inh	CBFb-RUNX1 inh	Luc counter	Epigenetic reg	L3MBTL1 block	NPSR antag
1	C=CCNC(=O)c1cc2cccc(OC)c2oc1=O	19%	2%	9%	-5%	-4.2%	1%	12%
2	C=CCOC(=O)C1=C[C@@H](c2ccc(C(F)(F)F)cc2)[C@H](CCCO)[C@@H](OCC)O1	1%[9.22 µM]	8%	-1%	/	0.4%	5%	42%
3	COc1ccc(CNC(=O)CSc2ncn[nH]2)cc1	?	-1%[38.3 µM]	3%	0%	8.1%	/	-4%[46.1 µM]
4	O=C(CSc1nnc(C2COc3ccccc3O2)o1)N1CCN(c2ccccc2)CC1 (stereo unspecified)	3%	0%	8%	-1%	-2.1%	/	0%
5	Cn1cccc1Cc1nnc(SCC(=O)NCC2CCCO2)n1-c1ccc(F)cc1 (stereo unspecified)	3%	16%[38.3 µM]	16%	2%	0.0%	-8%	-3%[46.1 µM]
6	CCOC(=O)CSC1=NC(=O)/C(=C\c2ccc(OC(C)=O)cc2)S1	-30%	7%[38.3 µM]	1%	-1%	0.0%	3%	?
7	COc1ccc(N(CC(=O)NC2CCCC2)C(=O)c2csnn2)cc1	-13%	-2%	2%	2%	-1.0%	11%	-3%[46.1 µM]
8	CC(C)(C)NC(=O)NC(=O)COC(=O)c1ccco1	-2%	-9%[38.3 µM]	4%	0%	-4.3%	13%	-6%[46.1 µM]
9	Cc1ccc2cc(C)c3nnc(SCC(=O)Nc4nc5c(s4)CCCC5)n3c2c1	25%	1%[38.3 µM]	4%	0%	-1.0%	4%	10%[46.1 µM]
10	CCCCN(CCCC)C(=O)C1(P(=O)(c2ccccc2)c2ccccc2)CCC1	-16%[9.22 µM]	/	5%	/	1.1%	3%	?
11	CCn1c(Cn2nnc(-c3ccccc3)n2)nnc1SCC(=O)Nc1ccc(N(C)C)cc1	15%	/	-10%	/	1.0%	-1%	2%[46.1 µM]
12	CC1CCCN(S(=O)(=O)c2ccc(C(=O)Nc3nnc(-c4ccccn4)o3)cc2)C1 (stereo unspecified)	-25%	-3%	?	0%	-6.5%	/	-19%
13	CCC1CO/C(=C(\C(Cl)=C(Cl)Cl)[N+](=O)[O-])N1 (stereo unspecified)	3%	4%	1%	0%	-1.2%	/	1%
14	CCOC(=O)c1cc(-c2ccc(OC)cc2F)nc2c1c(C)nn2CCC#N	14%	9%[38.3 µM]	20%	-1%	-1.2%	24%	?
15	Cc1ccc(NC(=O)CSc2nnc(-c3ccccn3)n2N)cc1F	2%[9.22 µM]	/	-13%	/	0.1%	-8%	50%
16	O=C(CCC1COc2ccccc2O1)N1CCCC1 (stereo unspecified)	20%	10%[38.3 µM]	5%	7%	1.1%	-2%	-9%[46.1 µM]
17	NC(=O)CC(NC(=O)Cc1ccc(Br)cc1)c1ccc(NCCc2cccc(F)c2)c([N+](=O)[O-])c1 (stereo unspecified)	-10%[9.22 µM]	/	-19%	/	-0.9%	/	-5%
18	CCOCCc1nnc(NC(=O)c2cccc(F)c2)s1	-3%	/	3%	/	-11%	-1%	-2%[46.1 µM]
19	COc1ccc(C(NC(N)=O)c2ccccc2)cc1 (stereo unspecified)	-9%	9%[38.3 µM]	-3%	2%	-1.0%	-3%	0%[46.1 µM]
20	CC(C)(C)C(=O)Cn1ncc(Cl)c(Cl)c1=O	?	3%	-3%	2%	-1.3%	30%	-17%
21	O=C(COc1ncnc2cc(Cl)ccc12)c1ccccc1	-18%[9.22 µM]	/	-1%	/	0.0%	-1%	3%
22	CCC(C)NS(=O)(=O)c1ccc(OCC(=O)NCc2ccc3c(c2)OCO3)cc1 (stereo unspecified)	?	25%[38.3 µM]	5%	0%	-1.1%	-9%	-14%[46.1 µM]
23	COc1ccc(C(CC(=O)O)NC(=O)c2sc3ccccc3c2Cl)cc1 (stereo unspecified)	-6%	5.6µM*	7%	3%	0.0%	4%	?
24	CC(=O)NCCc1ccc(O)c(O)c1	/	6%	-8%	-3%	-0.2%	/	-10%[46.1 µM]
25	COc1ccc(C(=O)NCc2nnc(SCC(=O)Nc3cc(C)on3)o2)cc1OC	9%[9.22 µM]	0%	9%	0%	?	-6%	15%
26	CCOC(=O)c1cc2c(ccn2-c2ccc(F)cc2)n1CC(=O)N(CC)CC	-3%[9.22 µM]	11%	-2%	-2%	-0.6%	-24%	37%
27	Cc1cccc(OCC(=O)NC(C)C(=O)N/N=C/c2c(OCc3ccccc3)ccc3ccccc23)c1 (stereo unspecified)	0%	15%[38.3 µM]	7%	-2%	-1.6%	/	?
28	CCOC(=O)N1CCN(C(=O)c2ccccc2NC(=O)c2ccc(C(C)(C)C)cc2)CC1	-9%	7%	12%	2%	1.0%	1%	-21%
29	N/C(=N\OC(=O)CCC1CCCCC1)c1ccccn1	20%	7%[38.3 µM]	5%	-20%	-1.2%	0%	3%[46.1 µM]
30	CCOC(=O)Cn1cc(/C=C/[N+](=O)[O-])c2ccccc21	-7%[9.22 µM]	6%	-7%	2%	-2.6%	-4%	-18%

Entries of single compounds as entered above. Values in the order: HTT aggregate	IMPase Li inh	CBFb-RUNX1 inh	Luc counter	Epigenetic reg	L3MBTL1 block	NPSR antag
CC(C)(C)NC(=O)NC(=O)COC(=O)c1ccco1 is entered as -2%	-9%[38.3 µM]	4%	0%	-4.3%	13%	-6%[46.1 µM]
CCC1CO/C(=C(\C(Cl)=C(Cl)Cl)[N+](=O)[O-])N1 (stereo unspecified) is entered as 3%	4%	1%	0%	-1.2%	/	1%

(list continues)
entry	canonical_smiles	HTT aggregate	IMPase Li inh	CBFb-RUNX1 inh	Luc counter	Epigenetic reg	L3MBTL1 block	NPSR antag
31	O=C(c1ccc(Cl)cc1)c1ccc(OCC(O)CN2CCCCC2)cc1 (stereo unspecified)	6%	34%[38.3 µM]	-1%	-2%	0.0%	/	11%[46.1 µM]
32	Fc1ccc(-c2nc3ccncc3[nH]2)cc1	1%	7%[38.3 µM]	-5%	?	1.1%	/	-1%[46.1 µM]
33	Cc1c(O)cc2c(c1O)C(=O)CC(c1ccccc1)O2 (stereo unspecified)	5%[9.22 µM]	/	1%	/	0.0%	/	-24%
34	Cc1cc(C)cc(N(CC(=O)NC2CC3CCC2C3)S(C)(=O)=O)c1 (stereo unspecified)	1%	8%	0%	4%	-2.2%	6%	-11%[46.1 µM]
35	CC(=O)Oc1cc(OC(C)=O)c2c(c1)OC(c1ccc(OC(C)=O)c(OC(C)=O)c1)C(OC(C)=O)C2 (stereo unspecified)	/	12%&5%	/	-1%&-3%	14%&8.9%	/	/
36	COc1ccc(OCC(=O)Nc2cccc3cccnc23)cc1	11%[9.22 µM]	18%[38.3 µM]	11%	-2%	0.2%	17%	-23%[46.1 µM]
37	CC1=C(C#N)C(c2ccccc2)C2=C(N1)c1ccccc1C2=O (stereo unspecified)	-15%	7%	?	2%	0.9%	-9%	-15%
38	O=C(Nc1c(-c2ccccc2)nc2ccccn12)c1cccs1	-11%	-3%	3%	-4%	2.5%	2%	14%
39	CCOC(=O)Cn1c(=NC(=O)C(C)(C)C)sc2cc([N+](=O)[O-])ccc21	-14%	5%	4%	1%	0.0%	3%	-4%
40	CCOC(=O)c1sc(=NC(=O)CCS(=O)(=O)c2ccccc2)n(C)c1C	-6%	-12%	2%	0%	3.9%	21%	2%
41	Cc1nnc(Sc2c(N)n(C)c(=O)n(C)c2=O)s1	-2%	21%[38.3 µM]	1%	-3%	0.7%	/	11%[46.1 µM]
42	CC(=O)c1c(C(C)=O)c(C)n(C(c2ccccc2)c2ccccc2)c1C	-3%	20%	-1%	3%	1.1%	-6%	-38%
43	COC(=O)c1c(O)cc(C(C)(C)C)n(-c2ccc(F)cc2)c1=O	8%	6%	7%	0%	-0.9%	12%	2%
44	CCCCNC(=O)COC(=O)c1ccccc1F	-7%[9.22 µM]	/	-2%	/	-3.1%	/	5%
45	COc1ccc(SCc2noc(C(=O)NC(C)C)c2C(=O)O)cc1	-3%	9%[38.3 µM]	4%	2%	-0.9%	11%	10%[46.1 µM]

12 successive compounds out of the list so far, quoted:
entry	canonical_smiles	HTT aggregate	IMPase Li inh	CBFb-RUNX1 inh	Luc counter	Epigenetic reg	L3MBTL1 block	NPSR antag
34	Cc1cc(C)cc(N(CC(=O)NC2CC3CCC2C3)S(C)(=O)=O)c1 (stereo unspecified)	1%	8%	0%	4%	-2.2%	6%	-11%[46.1 µM]
35	CC(=O)Oc1cc(OC(C)=O)c2c(c1)OC(c1ccc(OC(C)=O)c(OC(C)=O)c1)C(OC(C)=O)C2 (stereo unspecified)	/	12%&5%	/	-1%&-3%	14%&8.9%	/	/
36	COc1ccc(OCC(=O)Nc2cccc3cccnc23)cc1	11%[9.22 µM]	18%[38.3 µM]	11%	-2%	0.2%	17%	-23%[46.1 µM]
37	CC1=C(C#N)C(c2ccccc2)C2=C(N1)c1ccccc1C2=O (stereo unspecified)	-15%	7%	?	2%	0.9%	-9%	-15%
38	O=C(Nc1c(-c2ccccc2)nc2ccccn12)c1cccs1	-11%	-3%	3%	-4%	2.5%	2%	14%
39	CCOC(=O)Cn1c(=NC(=O)C(C)(C)C)sc2cc([N+](=O)[O-])ccc21	-14%	5%	4%	1%	0.0%	3%	-4%
40	CCOC(=O)c1sc(=NC(=O)CCS(=O)(=O)c2ccccc2)n(C)c1C	-6%	-12%	2%	0%	3.9%	21%	2%
41	Cc1nnc(Sc2c(N)n(C)c(=O)n(C)c2=O)s1	-2%	21%[38.3 µM]	1%	-3%	0.7%	/	11%[46.1 µM]
42	CC(=O)c1c(C(C)=O)c(C)n(C(c2ccccc2)c2ccccc2)c1C	-3%	20%	-1%	3%	1.1%	-6%	-38%
43	COC(=O)c1c(O)cc(C(C)(C)C)n(-c2ccc(F)cc2)c1=O	8%	6%	7%	0%	-0.9%	12%	2%
44	CCCCNC(=O)COC(=O)c1ccccc1F	-7%[9.22 µM]	/	-2%	/	-3.1%	/	5%
45	COc1ccc(SCc2noc(C(=O)NC(C)C)c2C(=O)O)cc1	-3%	9%[38.3 µM]	4%	2%	-0.9%	11%	10%[46.1 µM]

An excerpt (hit frequency here may not be typical).
